Dynein cargo inh – dynein cargo transport inhibition; 3617.4 mouse cells, GR-EGFP nuclear translocation imaging; test concentration mostly 20 µM; stimulated with dexamethasone, 1 µM; active compounds read low; z-score, hits read low; actives 0.47% (n = 220,000);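 active = plate z-score of nuclear minus cytoplasmic receptor signal below a set negative limit, without overly bright fluorescence or cell loss, cut at about -3.5 in these data, passing the limit was not always enough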;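 also: z-score of nuclear minus cytoplasmic ring GR-EGFP intensity difference per well; some compounds called inactive have numbers as strong as hits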
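medium = tetracycline-free induction medium containing charcoal-stripped FBS | probe or stimulus = dexamethasone, 1.0 µM final | timing = 48 h induction, then 1 h compound, then 30 min agonist, 37 °C | detection = automated 10x imaging of fixed Hoechst-stained cells | read-out basis = nuclear versus cytoplasmic GR-EGFP signal, averaged per well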
M17LAP inhibition – P. falciparum M17LAP inhibitors, primary screen, biochemical, fluorogenic H-Leu-NHMec substrate, 1536-well (AID 1619); recombinant M17LAP, H-Leu-NHMec fluorogenic kinetic assay; higher % means a stronger effect; inhibition, % at 30 µM; hits with a dose series show IC50 in µM; actives 0.38% (n = 220,000);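 active = compound inhibiting the enzyme by more than half at any dose during confirmatory dose-response retesting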;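 also: plate controls were full reaction with DMSO carrier for no effect and no enzyme background for full effect; strong numbers were not always called active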
Insulin prom up – MIN6 insulin promoter up-regulation; z-score at 5 µM; MIN6 insulin promoter-GFP reporter, high-content imaging; active compounds read high; actives 0.3% (n = 190,000);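 active = z-score above 3 at 5 µM with at least 500 cells counted in the well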
Autophagy HCS – modulators of autophagy. MEF GFP-LC3 puncta imaging; test concentration mostly 10 µM. calls only at 10 µM (by protocol). actives 0.98% (n = 190,000). AID 463193;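 active = percentage of spot-positive cells more than 3 SD above its plate mean, without a fluorescence outlier flag or 80% toxicity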;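 also: spot-positive cell cutoff set from DMSO-treated cells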
MT stabilizer – stabilizes microtubules in HeLa cells. HeLa tubulin immunostaining HCS, 24 h; share of cells brighter than vehicle mean+2SD. % tubulin-high responders, % at 10 µM. actives 0.83% (n = 200,000);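 active = plate Z-score above 3 for both tubulin-high and condensed-nucleus cell shares, with cell loss under 80%, at 10 µM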;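 also: anti alpha tubulin signal scored within the nucleus-defined area of each cell; some results filed as inactive read as strong as hits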
NOD1 NF-kB reporter – inhibition of NOD1-driven NF-kB reporter – cell-based, luminescence, uHTS, primary screen (AID 1578); NOD1-driven NF-kB luciferase reporter cells, luminescence; higher % means a stronger effect; inhibition, % at 4 µM, or EC50 in µM where a hit was titrated; actives 1% (n = 290,000); in the data active = inhibition mostly above about 36%, no sharp cut-off; inactive = mostly below about 34%;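 also: HEK-293T reporter cells stimulated with the NOD1 agonist gamma-tri-DAP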
bCat nuc transl – beta-catenin nuclear translocation modulation; HeLa beta-catenin nuclear translocation, immunofluorescence imaging; nuclear translocation activity, % at 5 µM; actives 0.3% (n = 190,000);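 active = nuclear translocation activity above 50% at 5 µM, with a well cell count of 50 or more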;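 also: per-cell ratio of nuclear to cytoplasmic median beta-catenin stain intensity; plate controls were DMSO negative control for no effect and GSK-3 inhibitor IX positive control for full effect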
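Signal – beta-catenin immunofluorescence imaging with DAPI · Test system – human HeLa cell line · Dosing – 5 µM primary single dose, 0.1% DMSO, 0.02–20 µM confirmation series · Measure – % activation, nuclear-to-cytoplasmic median beta-catenin signal ratio per cell · Incubation – 24 h compound exposure at 37°C, 5% CO2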
HEK293 NOD2/NF-kB – NOD2 signaling inhibitors, cell-based, luminescence, uHTS, HEK293 (AID 1566); HEK293 NOD2/NF-kB luciferase reporter, luminescence; higher % means a stronger effect; inhibition, % at 4 µM; hits with a dose series show EC50 in µM; actives 0.63% (n = 290,000); in the data active = inhibition above about 50%; also: many of its hits are not listed in these tables
Yfh1-depleted yeast – mitochondrial function rescue without frataxin homolog – Friedreich's ataxia, plus single-dose screen, dose response (AID 1465); S. cerevisiae Yfh1-off respiration, WST-1 reduction, 72 h; higher fold induction means a stronger effect; fold induction at 50 µM; hits with a dose series show EC50 in µM; actives 0.074% (n = 220,000);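 active = fold induction of absorbance versus untreated yeast above a set limit, then at least 30% activation at any dose in follow-up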;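 also: activators that raise dye reduction in frataxin-depleted yeast; strong numbers were not always called active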
Dynein cargo inh cytoplasmic EGFP – recorded beside Dynein cargo inh, whose call it bears; z-score; measured here: cytoplasmic GR-EGFP intensity; active compounds read high
Dynein cargo inh nuclear GR-EGFP – second read-out of Dynein cargo inh, no call of its own (marks repeat the call); z-score; measured here: nuclear GR-EGFP intensity;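 lower value marks the stronger effect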
Dynein cargo inh cell count – also measured in Dynein cargo inh; calls as there; z-score; measured here: cell count per field
Insulin prom up cell count – further read-out of Insulin prom up, marked with its call; cell count; measured here: cytotoxicity, nuclei count;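 total cells summed across four imaged fields per well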
bCat nuc transl cell count 5 µM – also measured in bCat nuc transl; calls as there; cell count; measured here: cell count, cytotoxicity flag
MT stabilizer Hoechst-high % – also measured in MT stabilizer; calls as there; % Hoechst-high responders; measured here: nuclear condensation Hoechst responders;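 share of cells brighter than vehicle mean plus two SD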
MT stabilizer cytotoxicity % – also measured in MT stabilizer; calls as there; toxicity, %; measured here: cytotoxicity by cell density;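 0% = mean cell density of plate MIN control wells and 100% = no cells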
Autophagy HCS cell loss 18 h – further read-out of Autophagy HCS, marked with its call; toxicity, %; measured here: cell loss, nuclei count;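 cell loss after 18 h compound exposure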
* hit, by the source's call. An excerpt, so the mix of outcomes need not match the whole.

For Cc1ccc(/C=C/C(O)=C2/C(=O)N(C)C3(C)CC2c2ccccc2O3)cc1 (stereo not given) the results were Dynein cargo inh -1.51, M17LAP inhibition 8.8%, Insulin prom up 0.12, Autophagy HCS inactive, MT stabilizer 8.2, NOD1 NF-kB reporter 36.0%, bCat nuc transl 6.9, HEK293 NOD2/NF-kB -29.1%, Yfh1-depleted yeast inactive, Dynein cargo inh cytoplasmic EGFP 0.0658, Dynein cargo inh nuclear GR-EGFP -0.799, Dynein cargo inh cell count 0.489, Insulin prom up cell count 1059, bCat nuc transl cell count 5 µM 1273, MT stabilizer Hoechst-high % 5.1, MT stabilizer cytotoxicity % 14.8 and Autophagy HCS cell loss 18 h 9.3.
For Cc1ccc(Cl)cc1NC(=O)CSc1nnc(C)n1-c1ccccc1 the results were Dynein cargo inh 0.0622, M17LAP inhibition 3.8%, Autophagy HCS inactive, MT stabilizer 4.1, NOD1 NF-kB reporter 17.6%, bCat nuc transl 1.5, HEK293 NOD2/NF-kB 9.4%, Yfh1-depleted yeast inactive, Dynein cargo inh cytoplasmic EGFP -0.235, Dynein cargo inh nuclear GR-EGFP 0.205, Dynein cargo inh cell count 0.737, bCat nuc transl cell count 5 µM 967, MT stabilizer Hoechst-high % 1.7, MT stabilizer cytotoxicity % 3.5 and Autophagy HCS cell loss 18 h 4.7.
O=C(COc1ccc([N+](=O)[O-])cc1)Nn1cnnc1 was read as Dynein cargo inh -0.442, M17LAP inhibition 7.9%, Insulin prom up 0.19, Autophagy HCS inactive, MT stabilizer 3.3, NOD1 NF-kB reporter -38.1%, bCat nuc transl -1.9, HEK293 NOD2/NF-kB 10.8%, Yfh1-depleted yeast inactive, Dynein cargo inh cytoplasmic EGFP -0.212, Dynein cargo inh nuclear GR-EGFP -0.729, Dynein cargo inh cell count 0.357, Insulin prom up cell count 1225, bCat nuc transl cell count 5 µM 1078, MT stabilizer Hoechst-high % 3.3, MT stabilizer cytotoxicity % 5.7 and Autophagy HCS cell loss 18 h -8.5.
N#Cc1c(-c2ccc(F)cc2)ccnc1N1CCOCC1 was read as Dynein cargo inh 1.25, M17LAP inhibition -4.7%, Insulin prom up 0.4, Autophagy HCS inactive, MT stabilizer 3.4, NOD1 NF-kB reporter -38.3%, bCat nuc transl -3.9, HEK293 NOD2/NF-kB 4.6%, Yfh1-depleted yeast inactive, Dynein cargo inh cytoplasmic EGFP -0.00218, Dynein cargo inh nuclear GR-EGFP 1.01, Dynein cargo inh cell count -1.27, Insulin prom up cell count 1563, bCat nuc transl cell count 5 µM 1139, MT stabilizer Hoechst-high % 1.1, MT stabilizer cytotoxicity % 3.6 and Autophagy HCS cell loss 18 h 21.4.
Screening COc1ccc(CNS(=O)(=O)NCc2ccc(OC)c(OC)c2)cc1 returned Dynein cargo inh 0.00319, M17LAP inhibition 6.8%, Insulin prom up -0.04, Autophagy HCS inactive, MT stabilizer 2.4, NOD1 NF-kB reporter -15.5%, bCat nuc transl -1.1, HEK293 NOD2/NF-kB 19.2%, Dynein cargo inh cytoplasmic EGFP -0.256, Dynein cargo inh nuclear GR-EGFP 0.0322, Dynein cargo inh cell count -0.0232, Insulin prom up cell count 1185, bCat nuc transl cell count 5 µM 1101, MT stabilizer Hoechst-high % 2.6, MT stabilizer cytotoxicity % 1.2 and Autophagy HCS cell loss 18 h 5.2.
For Cc1cc(O)c(C(C)C)cc1NC(=O)c1cccc(Cl)c1 the results were Dynein cargo inh -0.877, M17LAP inhibition 5.0%, Insulin prom up -0.51, Autophagy HCS inactive, MT stabilizer 1.5, NOD1 NF-kB reporter 8.9%, bCat nuc transl -0.8, HEK293 NOD2/NF-kB 10.2%, Yfh1-depleted yeast inactive, Dynein cargo inh cytoplasmic EGFP -0.188, Dynein cargo inh nuclear GR-EGFP -0.423, Dynein cargo inh cell count 1.04, Insulin prom up cell count 1593, bCat nuc transl cell count 5 µM 1295, MT stabilizer Hoechst-high % 0.8, MT stabilizer cytotoxicity % 4.4 and Autophagy HCS cell loss 18 h 6.3.
Screening Cc1ccccc1CNC(=O)c1ccc(Cl)c([N+](=O)[O-])c1 returned Dynein cargo inh -1.04, M17LAP inhibition 0.2%, Insulin prom up 0.68, Autophagy HCS inactive, MT stabilizer 0.6, NOD1 NF-kB reporter 55.6%, bCat nuc transl -1.8, HEK293 NOD2/NF-kB -1.1%, Yfh1-depleted yeast inactive, Dynein cargo inh cytoplasmic EGFP -0.262, Dynein cargo inh nuclear GR-EGFP -0.842, Dynein cargo inh cell count 2.79, Insulin prom up cell count 1200, bCat nuc transl cell count 5 µM 573, MT stabilizer Hoechst-high % 4.4, MT stabilizer cytotoxicity % 8.7 and Autophagy HCS cell loss 18 h 9.2.
Screening O=C(Cc1cccs1)Nc1nnc(C2CC2)s1 returned Dynein cargo inh 0.941, M17LAP inhibition -0.7%, Insulin prom up 1.57, Autophagy HCS inactive, MT stabilizer 2.5, NOD1 NF-kB reporter -24.4%, bCat nuc transl 3.9, HEK293 NOD2/NF-kB 8.4%, Yfh1-depleted yeast inactive, Dynein cargo inh cytoplasmic EGFP -0.303, Dynein cargo inh nuclear GR-EGFP 1.13, Dynein cargo inh cell count -0.682, Insulin prom up cell count 1650, bCat nuc transl cell count 5 µM 909, MT stabilizer Hoechst-high % 2.6, MT stabilizer cytotoxicity % 4.8 and Autophagy HCS cell loss 18 h 2.7.
Screening CCOC(=O)CSc1ncnc2c1cnn2-c1ccc(C)cc1C returned Dynein cargo inh 0.0283, M17LAP inhibition -6.6%, Insulin prom up 0.55, Autophagy HCS inactive, MT stabilizer 3.7, NOD1 NF-kB reporter -17.4%, bCat nuc transl 1.1, HEK293 NOD2/NF-kB 15.6%, Yfh1-depleted yeast inactive, Dynein cargo inh cytoplasmic EGFP -0.197, Dynein cargo inh nuclear GR-EGFP 0.0942, Dynein cargo inh cell count 0.197, Insulin prom up cell count 1145, bCat nuc transl cell count 5 µM 1007, MT stabilizer Hoechst-high % 2.4, MT stabilizer cytotoxicity % 5.0 and Autophagy HCS cell loss 18 h -4.6.
For Cc1nc2c3ccccc3n(CCN3CCCCC3)c2s1 the results were Dynein cargo inh 0.0401, M17LAP inhibition -0.7%, Autophagy HCS inactive, MT stabilizer 4.1, NOD1 NF-kB reporter -19.2%, bCat nuc transl -3.7, HEK293 NOD2/NF-kB -4.7%, Dynein cargo inh cytoplasmic EGFP -0.209, Dynein cargo inh nuclear GR-EGFP 0.023, Dynein cargo inh cell count -0.127, bCat nuc transl cell count 5 µM 1221, MT stabilizer Hoechst-high % 3.0, MT stabilizer cytotoxicity % 9.0 and Autophagy HCS cell loss 18 h 2.6.
CCc1ccc(OC2=NS(=O)(=O)c3ccccc32)cc1 was read as Dynein cargo inh -0.245, M17LAP inhibition 2.6%, Insulin prom up 0.47, Autophagy HCS inactive, MT stabilizer 4.5, NOD1 NF-kB reporter -25.2%, bCat nuc transl -3.9, HEK293 NOD2/NF-kB -12.3%, Yfh1-depleted yeast inactive, Dynein cargo inh cytoplasmic EGFP -0.284, Dynein cargo inh nuclear GR-EGFP 0.0729, Dynein cargo inh cell count 0.482, Insulin prom up cell count 1566, bCat nuc transl cell count 5 µM 1026, MT stabilizer Hoechst-high % 1.7, MT stabilizer cytotoxicity % 9.3 and Autophagy HCS cell loss 18 h 16.1.
`O=S1(=O)N=C2CCCCCN2C(c2ccc(Cl)cc2)N1` (stereo not given) gave Dynein cargo inh -0.7, M17LAP inhibition 1.6%, Insulin prom up -0.48, Autophagy HCS inactive, MT stabilizer 2.2, NOD1 NF-kB reporter -24.6%, bCat nuc transl 2.5, HEK293 NOD2/NF-kB 13.9%, Yfh1-depleted yeast inactive, Dynein cargo inh cytoplasmic EGFP -0.0784, Dynein cargo inh nuclear GR-EGFP 0.0857, Dynein cargo inh cell count 0.191, Insulin prom up cell count 1587, bCat nuc transl cell count 5 µM 941, MT stabilizer Hoechst-high % 2.2, MT stabilizer cytotoxicity % 3.9 and Autophagy HCS cell loss 18 h -0.5.
CCOc1cc(C2Nc3cccc4cccc(c34)N2)ccc1O was read as Dynein cargo inh -2.9, M17LAP inhibition -5.4%, Insulin prom up -0.92, Autophagy HCS inactive, MT stabilizer 2.8, NOD1 NF-kB reporter 21.3%, HEK293 NOD2/NF-kB 12.2%, Yfh1-depleted yeast inactive, Dynein cargo inh cytoplasmic EGFP -0.121, Dynein cargo inh nuclear GR-EGFP -1.03, Dynein cargo inh cell count 0.591, Insulin prom up cell count 844, MT stabilizer Hoechst-high % 1.6, MT stabilizer cytotoxicity % 10.9 and Autophagy HCS cell loss 18 h -11.2.
CN(c1ccccc1)c1nc(N)c([N+](=O)[O-])c(N2CCOCC2)n1 was read as Dynein cargo inh -0.195, M17LAP inhibition 28.7%, Insulin prom up -0.58, NOD1 NF-kB reporter -4.7%, bCat nuc transl 1.8, HEK293 NOD2/NF-kB 8.0%, Yfh1-depleted yeast inactive, Dynein cargo inh cytoplasmic EGFP -0.195, Dynein cargo inh nuclear GR-EGFP 0.0194, Dynein cargo inh cell count -0.293, Insulin prom up cell count 1449 and bCat nuc transl cell count 5 µM 1273.
For O=Nc1c(O)n(Cc2cccc(Cl)c2)c2ccccc12 the results were Dynein cargo inh -0.492, M17LAP inhibition 2.0%, Insulin prom up 0.07, Autophagy HCS inactive, MT stabilizer 1.0, NOD1 NF-kB reporter 34.1%, bCat nuc transl -1.6, HEK293 NOD2/NF-kB -61.9%, Yfh1-depleted yeast inactive, Dynein cargo inh cytoplasmic EGFP 1.68, Dynein cargo inh nuclear GR-EGFP 0.00162, Dynein cargo inh cell count -0.0648, Insulin prom up cell count 1532, bCat nuc transl cell count 5 µM 1392, MT stabilizer Hoechst-high % 1.3, MT stabilizer cytotoxicity % 0.5 and Autophagy HCS cell loss 18 h 0.8.

Source: PubChem
